# Rad51 HR inh: human RAD51 strand exchange inhibitors, primary screen, biochemical, fluorescence | 200,000 tested, 0.085% active | hRad51 DNA strand exchange, fluorescence dequenching | DNA repair protein RAD51 homolog 1 (Homo sapiens), Q06609 | inhibition, % at 10 µM;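 active means inhibition above 40% at the single screening dose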;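 further: 0% = DMSO control wells and 100% = blanks with heterologous ssDNA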
#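 Material: human Rad51–ssDNA filaments; Probe or stimulus: labelled 47-mer dsDNA for strand exchange; Doses: single 10 µM dose; Incubation: 37 °C 15-min filament assembly, 30-min compound preincubation, 15-min exchange; Technique: FRET fluorescence dequenching, excitation 485 nm, emission 520 nm; Measure: Fluorescence-based percent inhibition, control- and blank-normalised; Benchmarks: plate control and blank wells.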
# thrombin 1536: human alpha-thrombin inhibitors, primary screen, counter-screen for coagulation protease inhibitor project, biochemical, 1536-well, fluorogenic AMC substrate. Boc-VPR-AMC fluorogenic substrate cleavage. 220,000 tested, 0.26% active. inhibition, % at 5 µM. AID 1046, 2008. Prothrombin (Homo sapiens), P00734;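 active means inhibition at or above 40%; inactive means inhibition below 40%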;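 further: 0% = enzyme with no compound and 100% = wells without enzyme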
#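 Test system: human alpha-thrombin protein / Dosing: one concentration per compound, 5 µM, with 0.2% DMSO / Medium: pH 7.5 Tris-saline with Tween 20 / Benchmarks: no-compound enzyme wells and no-enzyme blanks / Read-out basis: percent inhibition of thrombin substrate cleavage / Timing: reaction at room temperature / Measured by: fluorescence, ex 355 nm, em 460 nm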
# m-calpain inh: inhibitors of pig calpain II, primary screen, biochemical, fluorogenic peptide substrate, 1536-well | purified calpain II, 30 min | inhibition, % at 16 µM | 220,000 tested, 0.37% active | AID 1236, 2008;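 active means inhibition above about 50%, limit read from the data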
# FXIIa inh 1536: human FXIIa protease inhibitors, primary screen, biochemical, 1536-well. 220,000 tested, 0.3% active. purified FXIIa, Boc-QGR-AMC fluorogenic substrate, 2 h. inhibition, % at 5 µM. Coagulation factor XII (Homo sapiens), P00748. AID 800, 2007; in the data active means inhibition above about 40%;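 further: 0% = enzyme with no compound and 100% = blank without enzyme; many of its hits are not listed in these tables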
# Cl transport mod: KCC2 cotransporter modulators, thallium flux, primary screen, cell-based, HEK293 KCC2, FluoZin-2 fluorescence, MLSMR | KCC2 cells, thallium flux FluoZin-2 fluorescence | B-score of Tl+ flux slope (higher = more flux/activation; lower = inhibition) at 10 µM | AID 1456, 2008 | 190,000 tested, 2.2% active;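 active means thallium flux slope and its plate-corrected score both differing from the plate sample mean at a set confidence after two filtering rounds, in either direction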;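 further: slope of fluorescence scaled to starting intensity during 10 to 20 s after thallium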
# hK5 inh: human KLK5 protease inhibitors, primary screen, biochemical, 1536-well | 210,000 tested, 0.59% active | AID 873, 2007 | inhibition, % at 5 µM | Kallikrein-5 (Homo sapiens), Q9Y337 | recombinant hK5, fluorogenic AMC substrate cleavage;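 active means inhibition of 40% or more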;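 further: 0% = enzyme controls without compound and 100% = no-enzyme blanks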
# Target sequence (Q9Y337 67-293 limits assumed): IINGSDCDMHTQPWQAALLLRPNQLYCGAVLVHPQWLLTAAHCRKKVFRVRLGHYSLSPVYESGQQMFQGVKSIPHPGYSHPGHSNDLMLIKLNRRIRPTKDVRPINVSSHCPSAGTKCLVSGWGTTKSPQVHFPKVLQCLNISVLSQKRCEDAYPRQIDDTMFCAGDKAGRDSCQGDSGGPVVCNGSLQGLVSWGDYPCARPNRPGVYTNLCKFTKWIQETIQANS
# Furin inh: human furin inhibitors, primary screen, biochemical, fluorescence intensity. purified furin, fluorogenic substrate cleavage. inhibition, % at 30 µM. 220,000 tested, 0.061% active. AID 463115, 2010; in the data active means inhibition above about 25%; further: inactives centre near -15
# Target sequence (P09958 108-714 limits assumed): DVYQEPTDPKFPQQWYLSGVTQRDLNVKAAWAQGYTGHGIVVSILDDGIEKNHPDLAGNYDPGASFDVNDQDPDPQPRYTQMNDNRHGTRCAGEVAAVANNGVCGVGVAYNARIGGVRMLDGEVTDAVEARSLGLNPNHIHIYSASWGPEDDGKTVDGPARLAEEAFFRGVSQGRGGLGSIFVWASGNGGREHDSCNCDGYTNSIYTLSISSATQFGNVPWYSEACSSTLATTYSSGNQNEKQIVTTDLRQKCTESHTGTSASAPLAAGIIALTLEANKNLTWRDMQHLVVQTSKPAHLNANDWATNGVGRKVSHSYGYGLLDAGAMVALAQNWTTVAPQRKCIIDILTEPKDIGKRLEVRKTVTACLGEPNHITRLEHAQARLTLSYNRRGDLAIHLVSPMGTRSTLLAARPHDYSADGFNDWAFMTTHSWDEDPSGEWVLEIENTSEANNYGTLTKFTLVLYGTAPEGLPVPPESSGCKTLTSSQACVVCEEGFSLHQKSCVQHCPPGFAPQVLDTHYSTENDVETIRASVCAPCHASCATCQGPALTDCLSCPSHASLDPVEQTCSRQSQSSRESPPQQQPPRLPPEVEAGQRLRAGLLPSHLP
# FXIa inh 1536: human FXIa protease inhibitors, primary screen, biochemical, 1536-well. Coagulation factor XI (Homo sapiens), P03951. purified FXIa, Boc-Glu-Ala-Arg-AMC fluorogenic substrate. inhibition, % at 5 µM. 220,000 tested, 0.14% active. AID 798, 2007;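 active means inhibition of at least 40%; inactive means inhibition below 40%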;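 further: fluorescence of freed AMC excited at 355 nm; 0% = enzyme without compound and 100% = no enzyme blank; many of its hits are not listed in these tables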
# PERK inhibitor: block of dimerizer-induced PERK translation repression, primary screen, PERK inhibitor project, CHO PERK-DD cells, SEAP luminescence, HTS; Eukaryotic translation initiation factor 2-alpha kinase 3 (Homo sapiens), Q9NZJ5; CHO PERK-DD fusion, SEAP luminescence translation reporter; inhibition, % at 5.6 µM; 220,000 tested, 0.17% active; AID 1416, 2008;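 active means inhibition above the mean inhibition of all tested compounds plus 3 SD, set separately per screening campaign, cut at about 2.9% in these data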;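 further: PERK kinase domain activated by AP20187 dimerizer at 100 nM; 0% = DMSO with dimerizer and 100% = rapamycin at 8.4 µM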
# * hit, by the source's call; i = inactive; x = no result given; [ ] = dose if it differs, or a comment. An excerpt; count on the stated rates, not on these rows.
SMILES,Rad51 HR inh,thrombin 1536,m-calpain inh,FXIIa inh 1536,Cl transport mod,hK5 inh,Furin inh,FXIa inh 1536,PERK inhibitor
COc1ccc(N=C(C)C2=C(O)COC2=O)cc1,x,1.0,15.0,4.8,0.281,-36.5,-18.9,4.2,0.3
O=C(NCc1ccco1)c1ccc2c(c1)N(Cc1ccccc1)C(=O)CS2=O (stereo not drawn),-4.6,-0.3,11.6,6.1,-0.482,-5.5,-9.2,-1.9,-0.4
COc1cccc(C(=O)OC2CCN(C)CC2)c1,x,-5.4,28.1,4.5,-0.26,-4.8,-12.5,-2.7,-0.7
CCN(CC)c1ccc2ccc(=O)oc2c1,-3.1,-7.2,i,4.0,-0.755,0.4,-28.8,-5.0,0.0
C=CCc1cccc(C=Nc2cc(Br)ccc2O)c1O,-28.7,0.0,-4.6,13.7,i,-17.0,-0.4,6.5,1.2
CC(C)c1nc(N2CCOCC2)c(C#N)c2c1CCC2,-1.7,1.2,-161.0,7.5,x,5.3,-32.2,0.4,0.8
CCOC(=O)Nc1cc(NC(=O)OCC)c(C)nc1C,13.4,-0.1,-2.6,11.5,-0.727,-1.1,-11.5,3.9,0.1
Cc1ccc(S(=O)(=O)Oc2ccc(/C=N/NC(=O)c3nn(C)cc3Cl)cc2)cc1,3.5,1.4,-6.5,11.6,1.62,-8.7,-25.2[20 µM],2.6,0.2
Cc1cc([N+](=O)[O-])cc2c1NC(=O)C2(O)N1CCCCCC1 (stereo not drawn),x,19.2,43.4,22.7,-0.281,15.8,2.3,16.3,-1.1
O=C(NC(=S)Nc1nc(-c2ccc(Br)cc2)cs1)c1ccco1,-16.2,-11.1,-36.9,11.6,5.46*,-6.2,-18.2,-0.1,1.2
COc1ccc(-n2c(=O)c3c4c(sc3n(CC(N)=O)c2=O)CCCCC4)cc1,-1.1,-0.6,-21.6,4.7,0.676,1.7,-20.0,1.0,0.0
C#CCn1ccc(O)c(Cc2c(F)cccc2Cl)c1=O,25.0,-6.5,1.4,3.3,-0.0139,-5.8,-14.0,-2.4,2.0
Cc1cc(C(=O)COC(=O)C2=NNC(=O)CC2)c(C)n1CCc1ccccc1,5.5,0.8,-43.2,11.5,-0.756,-0.7,-19.4,6.0,1.0
O=C(N/N=C/c1ccc(O)c(O)c1)c1cccc(S(=O)(=O)N2CCCCC2)c1,12.9,-10.0,-12.0,x,-0.0216,-6.6,-5.1,-5.5,0.8
CC(C)c1ccc(CNc2ccc(N3CCOCC3)cc2)cc1,5.1,-9.2,-43.5,5.3,0.593,-19.9,-21.5[20 µM],-1.7,-0.2
O=C(Cc1c(O)c2ccccc2[nH]c1=O)NCc1ccccc1,1.9,0.5,-24.9,13.1,0.112,28.4,-18.0[20 µM],3.7,0.8
Clc1ccc(-c2cn3cccnc3n2)cc1Cl,-9.4,-3.5,-329.9,25.9,0.754,-6.5,-18.3[20 µM],-6.0,-0.6
CCSc1nnc(NC(=O)COc2cccc3ccccc23)s1,0.4,-2.8,-34.2,4.8,0.433,-8.9,-10.3[20 µM],-5.6,0.1
COC(=O)C1=NNC(C(=O)c2ccco2)C1c1ccc(OC)cc1 (stereo not drawn),11.7,-7.5,-7.6,1.7,0.0177,-3.0,-25.7,-3.8,-0.1
Cc1ccnc(N2C(=O)c3ccccc3C2Nc2cccc(C)c2C)c1 (stereo not drawn),0.5,-7.0,-2.9,1.4,-0.0119,-8.2,-26.8,-4.5,0.8

# With a hit mark in Cl transport mod, of those listed so far:
Structure,m-calpain inh,FXIIa inh 1536,Cl transport mod,hK5 inh,Furin inh,FXIa inh 1536,PERK inhibitor
O=C(NC(=S)Nc1nc(-c2ccc(Br)cc2)cs1)c1ccco1,-36.9,11.6,5.46*,-6.2,-18.2,-0.1,1.2

# (listing goes on)
SMILES,Rad51 HR inh,thrombin 1536,m-calpain inh,FXIIa inh 1536,Cl transport mod,hK5 inh,Furin inh,FXIa inh 1536,PERK inhibitor
CC(C)NC(=O)c1ccc2c3n(nc2c1)-c1ccccc1CO3,0.1,-0.5,-64.0,3.2,0.332,2.1,-15.9,0.3,x
COc1ccc(NC(=O)Cc2ccccc2)cc1,17.1,-0.8,-13.0,11.9,0.0444,-10.5,-16.9[20 µM],2.4,1.1
COc1ccc(-c2nnc(SC3CCOC3=O)n2C2CCCCC2)cc1OC (stereo not drawn),-9.8,3.4,-22.5,14.5,0.359,-10.6,-24.7,6.2,1.2
O=C(NCc1cccc(Cl)c1)c1ccc(S(=O)(=O)Nc2cccc(C(F)(F)F)c2)cc1,-4.6,-12.6,29.8,4.0,0.198,-7.6,3.9,2.6,0.9
Cn1c(SCC(N)=O)nnc1C1CCN(C(=O)NCc2ccccc2)CC1,-5.5,-7.7,-17.3,-14.2,0.436,-15.5,-23.3[20 µM],-3.7,0.4
Cc1ccc(CN(C#N)c2nc(C)cc(C)n2)cc1,2.9,4.8,-4.6,18.0,x,-5.9,-8.2[20 µM],6.7,-0.1
Cn1ccnc1Sc1ccc(C=O)cc1[N+](=O)[O-],0.3,0.8,9.3,8.2,-1.48,0.1,-15.4,-4.2,0.1
NNC(=O)C(=O)Nc1ccc(Cl)c(Cl)c1,22.3,-0.9,-0.1,3.9,1.12,-0.7,-18.1,0.2,0.1
Cc1c(Br)c([N+](=O)[O-])nn1CCCC(=O)Nc1c(C)n(C)n(-c2ccccc2)c1=O,11.4,2.5,-19.3,8.6,-0.54,-14.1,-19.0,11.2,0.9
COc1ccc(/C=N/NC(=O)c2cccc([N+](=O)[O-])c2)cc1OC,34.7,2.6,8.1,10.0,1.14,-4.4,-16.5,0.3,-0.1
COCC(=O)Nc1ccc(Nc2ccccc2)cc1,-4.8,-6.0,22.1,-8.3,-0.882,-2.2,-21.0[20 µM],-10.1,0.7
O=c1oc2ccccc2cc1NCc1ccccc1O,-8.0,-5.0,11.5,2.8,-2.08,30.7,-1.3,-5.5,0.7
Nc1nnc(CC(=O)N/N=C\c2cc([N+](=O)[O-])ccc2O)s1,4.9,15.7,-2.0,2.4,0.429,-50.8,-7.8,-3.6,-0.6
Cc1ccc(S(=O)(=O)N2CCN(c3ccccn3)CC2)cc1,x,2.4,-14.0,11.7,0.102,3.4,-19.6,4.6,1.1
O=C(C1CCN(S(=O)(=O)c2ccc(Cl)cc2)CC1)N1CCOCC1,-10.4,-0.9,-28.4,18.1,x,5.8,-19.1[20 µM],-10.1,2.0
Cc1ccc(-c2ccc(SCC(=O)N3CCN(c4ccccc4)CC3)nn2)cc1,3.5,-6.7,8.2,-0.3,-0.769,-4.3,-25.3,2.8,1.4
O=C(CN(C(=O)c1ccco1)c1cccc(F)c1)NCc1ccc(F)cc1,-4.3,-6.1,8.4,15.6,-0.859,-4.8,-1.5,4.8,-1.8
COc1ccc(CNC(=O)COC(=O)c2ccco2)cc1,2.4,1.2,-2.2,4.4,-0.0729,0.2,-1.5,-0.8,1.4
CCOC(=O)c1c(NC(=O)Cc2cccs2)sc2c1CCCC2,1.5,2.8,11.6,15.8,x,-8.1,-11.2,8.8,-1.3
CNC(=S)N1CCN(C(=O)c2ccco2)CC1,5.7,-4.9,16.4,10.3,1.51,-20.1,-12.6,12.1,0.6
COc1ccc(Cl)cc1/C=C(\C#N)C(N)=O,18.4,6.0,-45.8,1.6,-0.0168,-1.7,-21.8,-0.3,0.9
COc1ccccc1N1CCN(C(=O)c2ccc(S(=O)(=O)N3CCCCCC3)cc2)CC1,-5.1,0.8,-10.7,20.3,-0.311,-18.0,0.6[20 µM],2.5,-1.5
Cc1c(NS(=O)(=O)c2ccc(N3CCCCC3)c([N+](=O)[O-])c2)c(=O)n(-c2ccccc2)n1C,-6.4,-0.5,10.3,17.3,-1.04,-0.7,-20.9,13.9,0.5
O=C(CS(=O)(=O)Cc1ccccc1)Nc1ccc(Cl)cn1,-3.9,0.4,-12.8,10.2,-0.444,-10.3,-18.5[20 µM],-4.5,0.8
c1ccc(N(c2ccccc2)c2nc(N3CCCC3)nc(-n3ccnc3)n2)cc1,x,-19.5,23.8,6.6,-0.26,-3.6,-32.8,-5.3,0.4
O=C1CC(c2ccccc2)n2nc(N3C(=O)CCC3=O)nc2N1 (stereo not drawn),11.6,7.0,-6.5,21.6,0.651,2.8,-27.2,4.2,1.3
N#CC1=C(N)SC(N)=C(C#N)C1c1cccc(Oc2ccccc2)c1,-9.5,-5.2,29.6,8.7,-1.18,-16.1,-8.1[20 µM],0.9,0.5
O=S1(=O)CCN(Cc2ccccc2Cl)CC1,-2.2,2.9,-12.1,14.6,0.00359,5.8,-3.1[20 µM],0.8,0.5
O=C(NNc1c(Cl)cncc1Cl)c1sccc1Cl,10.8,-4.2,-4.3,4.8,0.147,-1.8,-17.0,1.8,1.6
C/C=C/c1ccc(OCCn2cncn2)c(OC)c1,-7.6,-8.7,4.5,8.2,-0.657,-1.2,-24.7[20 µM],-6.2,0.1
CCc1ccc(S(=O)(=O)NCc2csc(-c3cccnc3)n2)s1,-0.5,-2.5,9.9,12.2,-0.863,-1.7,-16.8,4.3,-0.2
COCCn1c(=S)[nH]c2cc(C(=O)NCCc3ccc(OC)c(OC)c3)ccc2c1=O,-8.7,-11.0,14.8,-18.1,-0.058,0.6,-29.6[20 µM],-2.5,1.2
Cc1cc(C)n(C(=O)CCNC(=O)c2ccccc2Br)n1,0.1,-0.6,21.3,-12.9,x,5.4,-11.7,-1.2,0.7
NC(=O)C1CCN(c2ncnc3c(-c4ccccc4)nsc23)CC1,3.4,-9.8,-38.1,7.1,-1.63,-13.9,12.8,0.1,0.8
COc1ccc(NC(=O)C2CCN(c3cc(-c4ccccc4)nc4ncnn34)CC2)cc1OC,-2.0,-4.8,-82.0,22.9,-1.33,-9.4,-26.3,1.7,0.0
COc1ccc([N+](=O)[O-])cc1NC(=O)C(C)OC(=O)c1ccccn1 (stereo not drawn),-1.0,-11.3,-7.6,-1.2,0.145,-5.1,-11.7,-7.0,-0.1
CCN(CC(=O)NC1CCCC1)S(=O)(=O)c1ccc(C)cc1,2.6,-5.8,15.8,1.6,0.00903,6.5,-14.1[20 µM],4.0,-0.1
Cc1cc(-c2n[nH]c(=S)n2/N=C/C(Br)=C/c2ccccc2)n[nH]1,-5.3,-1.9,2.7,-0.8,-1.18,-12.5,-3.9,-3.6,-0.4

# Screening results: PubChem BioAssay, several laboratories
